# From PubChem BioAssay
# Diaphorase inh = diaphorase inhibitors and chemical oxidizers, primary screen, counter-screen for diaphorase-coupled primary assays, biochemical, uHTS, resorufin fluorescence | diaphorase resazurin-to-resorufin fluorescence, NADH, 16 min; bacterial (C. kluyveri) enzyme, not human | inhibition, % at 20 µM | actives 0.69% (n = 190,000);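 active = primary screen inhibition at 20 µM above a set limit, cut at about 50% in these data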;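 note: plate controls were DMSO with full reaction for no effect and wells lacking NADH for full effect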
#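 System: Bacterial diaphorase enzyme (C. kluyveri) | Incubation: 16-min room-temperature incubation before reading | Benchmarks: No-NADH positive control and DMSO neutral control | Measured by: Resorufin fluorescence 544/590 nm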
# TNAP inh no acc = human TNAP enzyme inhibitors, primary screen, biochemical, luminescent, no phosphate acceptor, uHTS. Alkaline phosphatase, tissue-nonspecific isozyme (Homo sapiens), P05186. purified TNAP, CDP-star luminescence, 30 min. inhibition, % at 20 µM. actives 0.26% (n = 200,000). AID 1012, 2008;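 active = tissue-nonspecific alkaline phosphatase inhibition above about 50% at 20 µM in the single-dose screen, limit read from the data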;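 note: 0% = DMSO negative control and 100% = EDTA positive control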
# TNAP inh hiacc = human TNAP enzyme inhibitors, primary screen, biochemical, luminescent, high phosphate acceptor level, uHTS; inhibition, % at 20 µM; actives 0.03% (n = 200,000); Alkaline phosphatase, tissue-nonspecific isozyme (Homo sapiens), P05186; purified TNAP, CDP-star luminescence, 1 M DEA; AID 1135, 2008;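 active = over 50% inhibition of tissue-nonspecific alkaline phosphatase at 20 µM in the single-dose screen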;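 note: plate controls were DMSO wells for no effect and EDTA-quenched wells as full inhibition for full effect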
# FLuc stim CS = FLuc activators, initial screening, artefact control for FLuc-dependent activation tests, biochemical, ATPlite luminescence; 200,000 tested, under 10 active; activation factor at 10 µM; ATPlite luciferase biochemical, 10 min; 0 = ATP-free wells, 1 = DMSO control; AID 1027, 2008;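 active = luciferase activation factor, scaled between plate controls, of at least 2 with compound at 10 µM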
# Target sequence (P08659 whole entry, looked up): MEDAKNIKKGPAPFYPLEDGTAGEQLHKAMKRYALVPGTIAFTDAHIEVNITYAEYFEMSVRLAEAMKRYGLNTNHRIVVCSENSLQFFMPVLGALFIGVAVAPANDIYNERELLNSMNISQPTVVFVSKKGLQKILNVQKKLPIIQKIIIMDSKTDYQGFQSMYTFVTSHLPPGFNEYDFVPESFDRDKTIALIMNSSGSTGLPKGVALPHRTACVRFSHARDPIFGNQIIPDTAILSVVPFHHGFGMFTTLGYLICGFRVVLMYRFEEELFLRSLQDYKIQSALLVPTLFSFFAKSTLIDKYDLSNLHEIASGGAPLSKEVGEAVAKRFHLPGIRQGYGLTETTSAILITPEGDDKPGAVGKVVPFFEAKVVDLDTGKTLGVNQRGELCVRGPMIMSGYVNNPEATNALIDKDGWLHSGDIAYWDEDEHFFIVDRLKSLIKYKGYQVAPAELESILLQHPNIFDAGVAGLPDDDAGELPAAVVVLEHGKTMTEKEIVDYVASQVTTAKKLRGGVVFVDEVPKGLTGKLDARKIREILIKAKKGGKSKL
#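 Material: Luciferase/luciferin reagent mix | Doses: Test compounds dosed from 2 mM stocks in 100% DMSO | Timing: 10 min incubation after luciferase reagent addition, room temperature | Measured by: Luminescence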
# HMGR II inh = inhibitors of E. faecalis class II HMGR, primary screen, biochemical, Enterococcus faecalis; HMG-CoA reductase (Enterococcus faecalis, mvaE); purified E. faecalis HMGR, NADPH absorbance 340 nm kinetic; inhibition, % at 10 µM; actives 0.41% (n = 190,000);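 active = inhibition above a set limit, the median over all tested compounds plus 3 SD, cut at about 9.5% in these data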;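 note: enzyme runs in reverse so mevalonate oxidation gives rising NADPH absorbance; 0% = complete reaction with DMSO and 100% = background rate lacking mevalonate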
# G6PDH CS = L. mesenteroides G6PDH inhibitors, counter-screen for G6PDH-coupled screening assays, biochemical, Leuconostoc mesenteroides enzyme. glucose-6-phosphate dehydrogenase [Leuconostoc mesenteroides]. Purified L. mesenteroides G6PDH, diaphorase/resazurin coupled fluorescence, 45 min. inhibition, % at 5 µM. actives 0.12% (n = 200,000). AID 1020, 2008; in the data active = inhibition above about 50%
# Diaphorase act = compounds boosting diaphorase resazurin reduction – biochemical, uHTS, resorufin fluorescence, counter-screen for diaphorase-coupled primary assays, primary screen | activation factor at 20 µM | Diaphorase/resazurin coupled assay, 16 min; hits give high values; 1 = vehicle wells, 0 = NADH-free wells | actives 0.005% (n = 190,000) | AID 1229, 2008;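 active = diaphorase activity raised at least twofold by the compound at 20 µM; inactive = activation factor below 2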
#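 Material: purified diaphorase enzyme from Clostridium kluyveri / Medium: HEPES pH 7.4 buffer with MgCl2 and Tween 20 / Schedule: enzyme reaction of 16 min at room temperature / Measured by: resorufin fluorescence, excitation 544 nm, emission 590 nm / Evaluation: rise in resorufin formation, marking diaphorase activation or chemical reduction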
# PMI act satM6P = human PMI activators, high substrate, primary screen, biochemical, fluorescence intensity, near-saturating mannose 6-phosphate; Mannose-6-phosphate isomerase (Homo sapiens), P34949; coupled PMI enzyme assay, resazurin fluorescence, 20 min; hits give high values; 1 = untreated enzyme, 0 = substrate-free blank; activation factor at 20 µM; actives 0.34% (n = 190,000); AID 1216, 2008;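 active = activation factor of 2 or more at 20 µM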
# Target sequence (P34949 whole entry, looked up): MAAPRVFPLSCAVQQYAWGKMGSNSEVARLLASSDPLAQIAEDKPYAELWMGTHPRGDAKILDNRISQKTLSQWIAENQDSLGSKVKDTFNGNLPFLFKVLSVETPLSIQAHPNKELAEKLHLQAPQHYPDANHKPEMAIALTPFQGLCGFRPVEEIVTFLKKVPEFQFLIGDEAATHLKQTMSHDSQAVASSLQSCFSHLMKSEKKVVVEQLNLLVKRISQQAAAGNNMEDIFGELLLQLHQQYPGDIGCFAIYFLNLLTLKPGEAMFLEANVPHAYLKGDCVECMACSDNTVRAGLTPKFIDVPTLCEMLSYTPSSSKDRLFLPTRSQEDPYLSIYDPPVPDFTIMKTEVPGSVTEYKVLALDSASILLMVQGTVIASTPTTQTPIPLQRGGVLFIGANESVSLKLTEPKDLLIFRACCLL
#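 test system = human PMI in coupled enzyme assay | medium = HEPES-buffered pH 7.4 with magnesium and detergent | also added = 1.0 mM mannose-6-phosphate substrate with 0.22 mM NADP+ | compound = 20 µM single dose | times = 20 min incubation at room temperature | measured by = resorufin fluorescence (Ex 544/Em 590 nm) from resazurin via diaphorase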
# PMI activator = activators of human PMI, primary screen, biochemical, fluorescence intensity, near-Km mannose 6-phosphate. Mannose-6-phosphate isomerase (Homo sapiens), P34949. purified human PMI, coupled resazurin fluorescence, 20 min; hits give high values; 1 = vehicle control, 0 substrate-free wells. activation factor at 20 µM. actives 0.005% (n = 190,000);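 active = activation factor of 2 or more at 20 µM, relative to plate controls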
# TNAP act hi DEA = TNAP activators at high phosphate acceptor level, primary screen, biochemical, luminescence, uHTS; 200,000 tested, under 10 active; purified TNAP, CDP-star luminescence, 1 M DEA, 30 min; hits give high values; 0 = EDTA background, 1 = DMSO-only activity; activation factor at 20 µM; Alkaline phosphatase, tissue-nonspecific isozyme (Homo sapiens), P05186;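 active = activation factor at least 2 at 20 µM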
#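 Control set: EDTA negative control, DMSO positive control / Assay system: human TNAP / Quantity: TNAP 1/800 final / Evaluation: TNAP activation factor scaled between EDTA and DMSO control wells / Measured by: luminescent substrate turnover signal / Compound dosing: one dose, 20 µM / Times: 30 min enzyme reaction at room temperature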
# The depositor's hits bear a star; · = no result given. Hits appear at their usual frequency; overall some 1.7% were active at least once.
Compound,PMI activator,TNAP inh no acc,TNAP inh hiacc,PMI act satM6P,Diaphorase inh,Diaphorase act,TNAP act hi DEA,HMGR II inh,G6PDH CS,FLuc stim CS
CCCOC(=O)c1ccc(Oc2cn[nH]c2-c2ccc(OCC)cc2O)cc1,0.9,-4,-1,1,18,0.8,1,-1,-2,1
COC(=O)COc1ccc(S(=O)(=O)N2CCN(c3ccccc3)CC2)cc1,1,-9,-6,1.1,2,1,1.1,-3,6,1.1
CCN(CCCNC(=O)COc1cc(=O)n(C)c2ccccc12)c1ccccc1,1,-4,3,1,1,1,1,1,9,1
Cc1ccc(CNC(=O)c2ccc(Br)o2)cc1,1,-8,-5,1.1,-10,1.1,1,-5,11,1
CC(=O)NCCC(=O)Nc1nc(C)c(Cc2ccc3c(c2)OCO3)s1,0.9,-9,-4,1,16,0.8,1,-7,7,1.1
Cn1c(=O)c2c(nc(NCCc3ccccc3)n2Cc2ccccc2)n(C)c1=O,0.9,-13,-6,0.9,19,0.8,1.1,-3,-20,1.1
O=C(COC(=O)c1ccc(F)cc1F)Nc1ccc2[nH]c(=O)[nH]c2c1,1,-6,0,0.7,30,0.7,1,3,16,1
O=C(CNC(c1ccccc1)c1ccccc1)Nc1ccc(F)cc1,0.9,16,-3,1,7,0.9,1,-5,5,1
COc1ccc(Br)cc1C(=O)NC(=S)Nc1cc(-c2nc3ccccc3[nH]2)ccc1C,0.9,-9,3,1.1,10,0.9,1,-1,-22,1
CCCc1c(C)c2cc(C)ccc2[nH]c1=O,1,-13,-7,1.1,20,0.8,1.1,-4,-2,1
COc1cccc2c1OCC/C2=N\NC(=O)COc1ccccc1C,1.1,-10,-4,1.1,-1,1,1,2,3,0.7
CCCC(=O)NCc1ccncc1,1,-9,-5,1,17,0.8,1.1,-5,0,1
O=c1c2ccccc2ncn1-c1ccccc1F,1.1,-11,-4,0.9,-6,1.1,1,-6,4,1
COc1ccc(C(C(O)C(=O)c2c[nH]c3ccccc23)N2CCN(c3ccccc3)CC2)cc1 (stereo unspecified),0.8,-9,-2,0.9,16,0.8,1,1,-32,1.1
Nn1c(SCC(=O)NC2CCCc3ccccc32)nnc1-c1cccs1 (stereo unspecified),0.9,-12,-5,1,8,0.9,1,-6,2,1.1
O=C(NC1CCCCC1)c1ccc(S(=O)(=O)NCc2ccco2)cc1,1,-11,-3,0.9,13,0.9,1,-3,-2,1
Cc1no[n+]([O-])c1COc1ccccc1/C=C1\NC(=S)NC1=O,0.9,-26,0,1,17,0.8,1,-1,11,1
COc1ccc(-c2nc(N)ncc2-c2csc(C)n2)c(O)c1OC,0.9,-13,-2,0.5,21,0.8,1,-1,8,1
Nc1ccc2nc(-c3ccccc3)sc2c1,0.7,-8,-3,0.7,21,0.8,1,-5,8,0.1
COC(=O)CSc1nnc(CCc2nc3ccccc3[nH]2)n1C,1.1,8,3,1.1,-7,1.1,1,-8,-3,1

# Sorted by length of the SMILES (highest first): some entries from above.
Compound,PMI activator,TNAP inh no acc,TNAP inh hiacc,PMI act satM6P,Diaphorase inh,Diaphorase act,TNAP act hi DEA,HMGR II inh,G6PDH CS,FLuc stim CS
O=C(COC(=O)c1ccc(F)cc1F)Nc1ccc2[nH]c(=O)[nH]c2c1,1,-6,0,0.7,30,0.7,1,3,16,1
COC(=O)COc1ccc(S(=O)(=O)N2CCN(c3ccccc3)CC2)cc1,1,-9,-6,1.1,2,1,1.1,-3,6,1.1
CCCOC(=O)c1ccc(Oc2cn[nH]c2-c2ccc(OCC)cc2O)cc1,0.9,-4,-1,1,18,0.8,1,-1,-2,1
CC(=O)NCCC(=O)Nc1nc(C)c(Cc2ccc3c(c2)OCO3)s1,0.9,-9,-4,1,16,0.8,1,-7,7,1.1
O=C(NC1CCCCC1)c1ccc(S(=O)(=O)NCc2ccco2)cc1,1,-11,-3,0.9,13,0.9,1,-3,-2,1
COc1ccc(-c2nc(N)ncc2-c2csc(C)n2)c(O)c1OC,0.9,-13,-2,0.5,21,0.8,1,-1,8,1
COC(=O)CSc1nnc(CCc2nc3ccccc3[nH]2)n1C,1.1,8,3,1.1,-7,1.1,1,-8,-3,1
CCCc1c(C)c2cc(C)ccc2[nH]c1=O,1,-13,-7,1.1,20,0.8,1.1,-4,-2,1
Nc1ccc2nc(-c3ccccc3)sc2c1,0.7,-8,-3,0.7,21,0.8,1,-5,8,0.1

# Going on with the list:
Compound,PMI activator,TNAP inh no acc,TNAP inh hiacc,PMI act satM6P,Diaphorase inh,Diaphorase act,TNAP act hi DEA,HMGR II inh,G6PDH CS,FLuc stim CS
Cc1nc(C)c(C(=O)NNS(=O)(=O)c2ccccc2)s1,1.1,-15,-3,1.2,10,0.9,1,1,6,1
O=c1c2cc(Br)cc(Br)c2oc2nc3n(c(=O)c12)CCCS3,0.9,-6,-8,1,27,0.7,1.1,2,7,1.1
COc1ccc(C(=O)Nc2cc(C)nn2-c2nc3ccccc3[nH]2)c(OC)c1,1,-131,-2,1.1,16,0.8,1,-3,-1,1
CCOC(=O)c1nc(Nc2ccc(Nc3ccccc3)cc2)c2ccccc2n1,0.9,-2,5,0.9,25,0.8,1,0,2,1
CC(=O)Nc1ccc(N2C(=O)CSC2c2cccc([N+](=O)[O-])c2)cc1 (stereo unspecified),1.1,-7,-6,0.9,-4,1,1.1,-2,5,1.1
CCC1=NN2C(=N)/C(=C\c3ccc(SCc4ccco4)o3)C(=O)N=C2S1,1.1,-11,5,1.4,56*,0.4,1,1,1,0.9
O=C(Nc1nnc(CCN2CCCCC2)s1)c1ccccc1,1.2,-12,-5,1.2,-9,1.1,1,-3,8,1
O=C(NCC(c1ccco1)N1CCN(c2ccccc2)CC1)c1ccc2c(c1)OCO2 (stereo unspecified),1,-17,-5,1,6,0.9,1.1,-10,-2,1.1
O=C(COC(=O)C12CC3CC(CC(O)(C3)C1)C2)Nc1ccccc1OC(F)F,1,-7,-2,1,8,0.9,1,2,14,0.9
Cc1ccc(-n2c(N)c(C#N)c(-c3ccccc3)c(C#N)c2=O)cc1,1,-9,7,1,3,1,0.9,-6,20,1
NCc1ccc(-c2nc3ccccc3o2)cc1,0.9,-18,-6,0.9,6,0.9,1.1,·,12,1
Cc1ccc(N(CC(=O)NCC2CCCO2)S(C)(=O)=O)cc1Cl (stereo unspecified),0.5,-10,-1,0.6,29,0.7,1,1,-2,1.1
CCOC(=O)c1ccc(N2C(=O)C3ON(c4ccccc4)C(c4ccco4)C3C2=O)cc1 (stereo unspecified),1,-11,-5,0.9,26,0.7,1.1,-4,4,1.1
Cn1cc(CN2CCCC(CO)C2)c(-c2ccc(Oc3ccccc3)cc2)n1 (stereo unspecified),1,-7,-4,1,10,0.9,1,-9,9,1.1
Cc1cc(C)c2sc(C)[n+](CCCS(=O)(=O)[O-])c2c1,·,-9,-4,·,·,·,1,-7,16,1
Cn1c(CO)cnc1SCC(=O)c1ccc(Br)cc1,1.1,-9,-6,1.1,-5,1.1,1.1,-7,10,1.1
CCOC(=O)CC1C(=O)NCCN1C(=O)Nc1ccc(Cl)cc1 (stereo unspecified),1.1,-7,-8,1.1,6,0.9,1.1,-9,3,1.1
CCOC(=O)c1ccc(N2C(=O)C(CC(N)=O)N(CCc3ccc(OC)c(OC)c3)C2=S)cc1 (stereo unspecified),1.1,-16,-7,0.9,31,0.7,1.1,-1,4,1.1
CCOc1ccc(/C(CC)=N/NC(=O)C2(C)CC2(Br)Br)cc1 (stereo unspecified),0.9,0,-2,0.9,19,0.8,1,-4,7,1
Cc1cc(N2CCN(S(=O)(=O)c3ccc(Cl)c(Cl)c3)CC2)c2ccccc2n1,0.9,-2,0,1,16,0.8,1,-7,17,1
COc1cc(C2CC(=O)NC(SCC(=O)Nc3ccccc3C)=C2C#N)ccc1O (stereo unspecified),0.8,-8,-4,0.6,22,0.8,1,4,5,1.1
CCOC(=O)C1=C(C)OC(N)=C(C#N)C1c1cc2c(cc1Br)OCO2 (stereo unspecified),0.8,-8,-4,0.8,32,0.7,1,-1,0,1.1
CCOC(=O)CNC(=O)c1sc(NC(=O)c2cccc(F)c2)nc1C,1.1,-18,-3,1.1,-7,1.1,1,-3,-2,1
Cc1cccc(NC(=O)C2CCN(c3nc(C)cc(C)n3)CC2)c1,1.1,-16,-10,1,9,0.9,1.1,2,2,1.1
O=C(Cc1csc(N2CCOCC2)n1)N/N=C/c1ccc(O)c(O)c1O,0.2,8,8,0.2,83*,0.2,0.9,5,-2,0.9
Cc1ncc(S(=O)(=O)c2ccc(Cl)cc2)c(-c2ccccc2)n1,1,-3,-1,1,14,0.9,1,-6,-1,1
COc1cc(CNC2CCCCCC2)cc(OC)c1,0.9,-17,-5,1,12,0.9,1.1,-2,2,1.1
O=C(O)C1CCC(Cn2c(SCc3cc(=O)n4cc(Cl)ccc4n3)nc3ccsc3c2=O)CC1 (stereo unspecified),1.1,-13,-3,1.1,24,0.8,1,-3,-1,1.1
